Screening data from PubChem.
Dynein transport – inhibitors of GR-EGFP nuclear translocation, primary screen, dynein cargo transport inhibitor project, imaging, high-content, 3617.4 mouse cells. test concentration mostly 20 µM; stimulated with dexamethasone, 1 µM; hits give low values. z-score, hits read low. hit rate 0.47% among 220,000;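 active = plate z-score of nuclear minus cytoplasmic receptor signal below a set negative limit, without overly bright fluorescence or cell loss, cut at about -3.5 in these data, passing the limit was not always enough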;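 also: z-score of nuclear minus cytoplasmic ring GR-EGFP intensity difference per well; some compounds called inactive have numbers as strong as hits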
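Medium: Induction medium lacking tetracycline, stripped serum | Probe or stimulus: 1.0 µM final dexamethasone stimulus | Schedule: 48 h induction, then 1 h compound, then 30 min agonist, 37 °C | Signal: Automated 10x imaging of fixed Hoechst-stained cells | Evaluation: Per-cell GR-EGFP intensity, nucleus versus surrounding cytoplasmic ring, well-averaged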
Insulin prom up – insulin promoter activators in MIN6 cells, imaging, high-content screening, mouse beta cells. hit rate 0.3% among 190,000. MIN6 insulin promoter-GFP reporter; hits give high values. z-score at 5 µM. AID 1625, 2009;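 active = z-score above 3 at 5 µM with at least 500 cells counted in the well; inconclusive = wells under 500 cells, flagged as cytotoxic or low count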
Autophagy HCS – autophagy modulators in MEF cells, primary screen, imaging, high-content, MEF GFP-LC3; AID 463193, 2010; MEF GFP-LC3 puncta imaging; test concentration mostly 10 µM; calls only at 10 µM (by protocol); hit rate 0.98% among 190,000;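 active = percentage of spot-positive cells more than 3 SD above its plate mean, without a fluorescence outlier flag or 80% toxicity; inconclusive = no clear call, values can overlap the other calls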;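 also: spot-positive cell cutoff set from DMSO-treated cells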
MT stabilizer – microtubule stabilizers in HeLa cells, primary screen, imaging, high-content imaging; HeLa tubulin immunostaining HCS, 24 h; share of cells brighter than vehicle mean+2SD; % tubulin-high responders, % at 10 µM; hit rate 0.83% among 200,000;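 active = plate Z-score above 3 for both tubulin-high and condensed-nucleus cell shares, with cell loss under 80%, at 10 µM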;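 also: anti alpha tubulin signal scored within the nucleus-defined area of each cell; some results filed as inactive read as strong as hits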
Lipid droplet – inhibitors of hepatocyte lipid droplet formation, primary screen, imaging, high-throughput imaging, BODIPY stain. AML12 mouse hepatocytes, oleate lipid droplets. inhibition, % at 6.5 µM. hit rate 0.4% among 240,000;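 active = lipid droplet intensity inhibited by at least 50%, with more than 500 cells counted; inconclusive = wells with under 300 cells, treated as cytotoxic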
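Test system: AML12 hepatocytes (mouse); reagent: oleate loading, 100 µM; dosing: one dose, 6.5 µM compound; incubation: overnight exposure; signal: fluorescence imaging, 20x objective, two fields per well; read-out basis: % inhibition of corrected integrated BODIPY droplet signal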
WT yeast gro inh – growth inhibition of WT strain, primary screen, mitochondrial fusion inhibitor project, WT and mutant strains, chemical genetic; inhibition, % at 10 µM; mitochondrial fusion phenotypic screen; AID 1362, 2008; hit rate 2.1% among 190,000; in the data active = inhibition above about 58%; tested in S. cerevisiae
NOD2 inhibition – NOD2 signaling inhibitors, cell-based, luminescence, uHTS, HEK293 (AID 1566). HEK293 NOD2/NF-kB luciferase reporter, luminescence; higher % means a stronger effect. inhibition, % at 4 µM; hits with a dose series show EC50 in µM. hit rate 0.63% among 290,000; in the data active = inhibition above about 50%; also: many of its hits are not listed in these tables
b-catenin transl – modulators of beta-catenin nuclear translocation, primary screen, imaging, HeLa cells, immunofluorescence, high-content | nuclear translocation activity, % at 5 µM | hit rate 0.3% among 190,000;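 active = nuclear translocation activity above 50% at 5 µM, with a well cell count of 50 or more; inconclusive = wells under 50 cells across six images, flagged as toxic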;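 also: per-cell ratio of nuclear to cytoplasmic median beta-catenin stain intensity; plate controls were DMSO negative control for no effect and GSK-3 inhibitor IX positive control for full effect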
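Read-out: Nuclear/cytoplasmic beta-catenin signal ratio, % activation | Assay system: Human HeLa cell line | Times: 24 h compound exposure at 37°C, 5% CO2 | Signal: Fluorescence imaging of beta-catenin antibody stain plus DAPI | Dosing: 5 µM primary, 0.02–20 µM confirmation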
Yfh1-off respiration – enhancers of respiration in Yfh1-depleted yeast, dose response, Friedreich's ataxia, plus single-dose screen (AID 1465); S. cerevisiae Yfh1-off respiration, WST-1 reduction, 72 h; higher fold induction means a stronger effect; one-dose fold induction at 50 µM; EC50 in µM for titrated hits; hit rate 0.074% among 220,000;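 active = fold induction of absorbance versus untreated yeast above a set limit, then at least 30% activation at any dose in follow-up; inconclusive = repeats straddling the limit, or above it without dose testing; inactive = fold induction below the set limit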;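 also: activators that raise dye reduction in frataxin-depleted yeast; strong numbers were not always called active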
WT yeast gro inh mutant strain – further read-out of WT yeast gro inh, marked with its call; inhibition, %; mitochondrial fusion phenotypic screen, mutant strain inhibition
Dynein transport cytoplasmic EGFP – also measured in Dynein transport; calls as there; z-score; measured here: cytoplasmic GR-EGFP intensity; hits give high values
Dynein transport nuclear GR-EGFP – recorded beside Dynein transport, whose call it bears; z-score; measured here: nuclear GR-EGFP intensity;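 lower value marks the stronger effect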
Dynein transport cell count – recorded beside Dynein transport, whose call it bears; z-score; measured here: cell count per field
Insulin prom up cell count – further read-out of Insulin prom up, marked with its call; cell count; measured here: cytotoxicity, nuclei count;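 total cells summed across four imaged fields per well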
Lipid droplet cells 6.5 µM – recorded beside Lipid droplet, whose call it bears; cell count; measured here: cell count, cytotoxicity flag;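 cells counted across two imaged fields per well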
b-catenin transl cell count 5 µM – also measured in b-catenin transl; calls as there; cell count; measured here: cell count, cytotoxicity flag
MT stabilizer Hoechst-high % – further read-out of MT stabilizer, marked with its call; % Hoechst-high responders; measured here: nuclear condensation Hoechst responders;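 share of cells brighter than vehicle mean plus two SD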
MT stabilizer cytotoxicity % – also measured in MT stabilizer; calls as there; toxicity, %; measured here: cytotoxicity by cell density;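 0% = mean cell density of plate MIN control wells and 100% = no cells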
Autophagy HCS cell loss 18 h – further read-out of Autophagy HCS, marked with its call; toxicity, %; measured here: cell loss, nuclei count;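 cell loss after 18 h compound exposure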
* hit, by the source's call; i = inactive; ? = inconclusive; . = not tested or not shown; + = active, no number. Some of the compounds tested, so the mix of outcomes need not match the whole.

SMILES | Dynein transport | Dynein transport cytoplasmic EGFP | Dynein transport nuclear GR-EGFP | Dynein transport cell count | Insulin prom up | Insulin prom up cell count | Autophagy HCS | Autophagy HCS cell loss 18 h | MT stabilizer | MT stabilizer Hoechst-high % | MT stabilizer cytotoxicity % | Lipid droplet | Lipid droplet cells 6.5 µM | WT yeast gro inh | WT yeast gro inh mutant strain | NOD2 inhibition | b-catenin transl | b-catenin transl cell count 5 µM | Yfh1-off respiration
CN(Cc1nc2c(s1)CCCC2)C(=O)CCc1nnc(-c2ccc3c(c2)OCO3)o1 | -0.63 | -0.227 | -0.365 | 0.955 | -0.31 | 1068 | . | . | . | . | . | 4.1 | 742 | . | . | -24.0% | 0.5 | 1262 | i
Cc1ccc(C(=O)NCCN2C3=NC[C@H](C(C)C)N3C[C@H]2Cc2ccc(O)cc2)cc1Br | 1.02 | 0.0577 | 1 | -2.11 | -0.29 | 1373 | i | 17.8 | 3.1 | 1.0 | 7.3 | -15.9 | 704 | -3.0 | 5.4 | 11.2% | -2.0 | 1127 | i
Cc1[nH]nc(-c2ccc(OCc3cnn(-c4ccccc4)c3)cc2O)c1Oc1ccc(Cl)cc1 | -0.765 | -0.179 | -0.473 | -0.0235 | -1.25 | 1679 | i | 6.4 | 5.7 | 2.2 | 7.2 | -20.7 | 676 | -2.2 | 9.3 | 6.5% | -2.5 | 1044 | ?
CCC(NC(=O)c1ccccc1NC(=O)c1ccc(OC)cc1)C(=O)N1CCCC1 (stereo not drawn) | -0.459 | -0.269 | -0.518 | 0.234 | -0.04 | 1347 | i | 2.9 | 3.3 | 2.9 | 7.1 | 0.1 | 697 | -7.6 | -17.4 | -10.6% | -2.6 | 613 | i
CC(C)(C)c1cc(C(=O)NCCN2CCCC2)cc(C(C)(C)C)c1 | 0.336 | -0.123 | 0.275 | -0.634 | 0.99 | 1522 | i | 4.9 | 1.3 | 1.2 | 5.6 | -1.3 | 690 | 6.5 | 0.3 | -4.5% | -6.5 | 1118 | i
COc1ccc(S(=O)(=O)N2CCCOC2CNC(=O)C(=O)NCc2ccco2)cc1 (stereo not drawn) | 0.152 | -0.266 | 0.472 | -0.441 | -0.43 | 1696 | i | 8.4 | 1.8 | 3.0 | 2.9 | 3.8 | 662 | -1.8 | -9.0 | -32.8% | 0.0 | 972 | i
Cc1cc(C)n(-c2nc(NCc3cccnc3)c3c4c(sc3n2)COC(C)(C)C4)n1 | 0.877 | -0.302 | 0.477 | -0.274 | 0.06 | 886 | i | -9.2 | 6.4 | 3.0 | 3.9 | . | . | 14.0 | 6.1 | 2.5% | -2.6 | 1182 | i
CCNc1nc(NCC)n2c(SC(C(=O)Nc3cc(Cl)cc(Cl)c3)c3ccccc3)nnc2n1 (stereo not drawn) | -0.336 | 0.622 | 0.0728 | 1.04 | 0.01 | 1205 | i | 9.7 | 2.8 | 4.4 | 9.6 | -26.3 | 667 | -11.0 | -0.5 | 0.9% | -4.4 | 560 | i
CC(Nc1nc(N2CCNCC2)nc2ccccc12)c1ccccc1 (stereo not drawn) | 0.0379 | -0.116 | 0.0912 | -0.222 | -1.44 | 988 | + | -3.0* | 4.2 | 1.1 | 5.2 | 1.6 | 701 | 22.5 | -10.2 | 6.6% | -0.6 | 1011 | i
CC(NC(=O)Nc1ccc(Cl)cc1)C(c1cccs1)N1CCOCC1 (stereo not drawn) | 0.337 | -0.2 | 0.197 | 0.173 | -2.13 | 818 | i | 0.8 | 3.0 | 4.4 | 9.6 | -20.5 | 511 | -4.0 | -8.9 | -2.1% | 1.9 | 1060 | i
Fc1cccc2sc(Nc3nc4cc5c(cc4s3)OCO5)nc12 | -0.279 | -0.32 | -0.601 | 0.22 | 0.47 | 1298 | i | -1.2 | 2.0 | 4.0 | 7.8 | 17.7 | 661 | 24.2 | 28.0 | -157.7% | -1.1 | 532 | i
CC12CCC(C(=O)N3CCN(c4ccccc4)CC3)(CC1=O)C2(C)C (stereo not drawn) | 0.173 | 0.197 | 0.32 | 0.0177 | -0.75 | 834 | i | -14.7 | 2.0 | 2.3 | 11.9 | 21.3 | 782 | 5.2 | -67.5 | -3.8% | -5.2 | 1158 | i
COC(=O)c1ccccc1NCCO | 2.11 | -0.561 | 1.39 | -1.75 | -0.04 | 996 | . | . | . | . | . | 11.5 | 644 | . | . | 5.0% | 1.0 | 1320 | i
Cc1cccc(C)c1NC(=O)C(NC=O)c1ccc(N(C)C)cc1 (stereo not drawn) | -0.192 | -0.118 | -0.198 | 1.26 | . | . | i | 10.2 | 1.8 | 1.0 | 3.6 | . | . | -9.2 | 1.1 | 11.9% | -3.8 | 960 | i
Cc1ccc(NC(=O)COC(=O)Cc2csc(-c3ccc(Cl)cc3)n2)cc1C | 1.05 | -0.242 | 0.333 | -0.872 | 0.11 | 1391 | i | -2.2 | 2.6 | 3.1 | 13.8 | . | . | 0.2 | -23.3 | 0.3% | -3.5 | 563 | i
Cc1cc2cc(CNC(=O)Cc3ccc([N+](=O)[O-])cc3)ccc2n1C | -0.763 | -0.139 | -0.55 | 0.267 | -1.15 | 1557 | i | -6.9 | 2.2 | 1.7 | 5.9 | -12.6 | 614 | -14.2 | -23.1 | 4.9% | -3.6 | 1085 | i
Cc1cccc(CN2CCN(CC(=O)NCCCN3CCN(c4ccc(F)cc4)CC3)C2=O)c1 | 0.647 | -0.0538 | 0.43 | -0.606 | -1.97 | 726 | i | -3.0 | 0.9 | 1.4 | 16.5 | -2.2 | 764 | -4.3 | -19.2 | 21.6% | 3.9 | 1163 | i
CCC(=O)Nc1ccc(C=C(C(C)=O)C(C)=O)cc1 | -1.59 | 0.0541 | -0.833 | 0.102 | -0.89 | 990 | . | . | . | . | . | 1.1 | 702 | . | . | -1.7% | 0.4 | 1347 | i
Cc1cccc(N2CCN(C(=O)C3CCN(S(=O)(=O)N4CCOCC4)CC3)CC2)c1C | -0.184 | -0.316 | -0.172 | 0.343 | -0.12 | 1243 | i | 0.7 | 4.4 | 2.6 | 8.3 | -2.8 | 734 | -8.6 | -5.8 | 11.4% | -1.2 | 1092 | i
CC(=O)C1=C(O)C(=O)N(c2ccc(S(=O)(=O)Nc3nccs3)cc2)C1c1ccc([N+](=O)[O-])cc1 (stereo not drawn) | -0.349 | -0.32 | -0.212 | 0.676 | -0.35 | 1159 | i | 19.9 | 1.8 | 1.6 | 6.0 | 6.9 | 691 | -13.5 | -2.7 | 5.8% | -0.1 | 1080 | i
CC1=C(C(=O)Nc2ccccc2)C(c2ccccn2)n2ncnc2N1 (stereo not drawn) | 2.17 | -0.311 | 1.31 | -0.914 | 0.05 | 1286 | i | 3.0 | 2.0 | 1.6 | 12.0 | 0.3 | 722 | -16.8 | -3.9 | 0.5% | -0.6 | 1195 | .
C=C(C)CSc1nnc([C@@H]2CCCN2C(=O)OC(C)(C)C)o1 | -0.1 | -0.193 | -0.0652 | 0.41 | -0.69 | 1108 | i | 3.0 | 2.5 | 2.9 | 12.1 | . | . | -3.1 | -4.0 | 16.8% | -3.3 | 945 | i
O=C(CN1C(=O)C2C3C=CC(C3)C2C1=O)Nc1cccc(S(=O)(=O)N2CCCC2)c1 (stereo not drawn) | 0.407 | -0.241 | 0.255 | -0.633 | 0.33 | 1412 | i | -21.6 | 1.7 | 3.1 | 3.5 | 2.5 | 607 | 3.9 | -5.4 | 3.9% | -3.9 | 579 | i
COc1ccccc1N1CCN(C(=O)c2cc(C3CC3)on2)CC1 | -0.76 | -0.202 | -0.373 | 0.416 | 0.9 | 1796 | . | . | 5.7 | 2.2 | 6.0 | 1.0 | 555 | 7.4 | -0.8 | -6.5% | 1.9 | 1177 | i
NC(=O)c1ccc(NC(=O)c2ccc3c(c2)OCO3)cc1 | 0.0235 | -0.212 | 0.0684 | 0.159 | . | . | i | -8.3 | 2.6 | 1.7 | 6.2 | 13.6 | 777 | -18.1 | -13.8 | -74.1% | . | . | i
O=C(CNC(=O)c1cccs1)OCC(=O)c1ccc([N+](=O)[O-])cc1 | -2.16 | 1.19 | -0.602 | -1.05 | 0.35 | 1570 | i | -2.9 | 3.0 | 2.6 | 10.4 | -21.7 | 678 | -13.6 | -3.6 | 14.0% | -4.5 | 992 | i
CC1CCc2c(sc(/N=C/c3cccnc3)c2C(N)=O)C1 (stereo not drawn) | -0.851 | -0.22 | -0.0387 | 0.0123 | 1.34 | 1117 | . | . | . | . | . | 21.4 | 688 | . | . | -11.6% | 0.3 | 1361 | i
O=C(CC1NCCNC1=O)Nc1ccccc1 (stereo not drawn) | -0.286 | -0.271 | 0.425 | -0.702 | -0.49 | 1448 | i | 14.6 | 4.6 | 2.6 | 5.0 | 2.8 | 674 | 4.0 | 15.2 | 15.5% | 0.3 | 1535 | i
COc1ccc(/C(N)=C/C(=O)C(C)(C)C)cc1 | -0.145 | -0.17 | 0.136 | -0.594 | -0.17 | 1135 | i | 8.0 | 3.8 | 3.4 | 7.9 | . | . | 2.2 | -0.8 | -18.7% | 0.8 | 1166 | i
